Screening results from PubChem.
PfHsp40 rescue: rescue of PfHsp40-mediated yeast toxicity; growth rescue, % at 12.5 µM; S. cerevisiae expressing PfHsp40, growth rescue, ATP luminescence; 340,000 tested, 0.68% active; AID 504582; in the data active = growth rescue above about 28%, passing the limit was not always enough; inconclusive = no clear call, values can overlap the other calls;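 note: yeast W303a lacking pdr1 and pdr3 grown in galactose medium; growth measured after three days at 30 °C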
PrPC TRFRET: cell surface PrPC inhibition, primary TR-FRET screen; P04156; TR-FRET read-out; inhibition, % at 13.8 µM; 370,000 tested, 0.43% active; AID 720596; in the data active = inhibition above about 24%; note: 0% = median of the test wells and 100% = reference compound wells
FadD28 binding: blocks FadD28 binding to the bisubstrate probe; fluorescence polarization; inhibition, % at 12.5 µM; 360,000 tested, 0.22% active; in the data active = inhibition above about 8.5%, passing the limit was not always enough; inconclusive = no clear call, values can overlap the other calls
Yp Topo-I inh: Y. pestis Topo-I inhibition via cleavage products; Y. pestis Topo-I cleavage product accumulation, plate reader; activity, % at 10 µM; 360,000 tested, 0.064% active; AID 504884; in the data active = activity above about 50%, passing the limit was not always enough; inconclusive = no clear call, values can overlap the other calls; note: inactives centre near 2
BoNT A protease: inhibitors of Botulinum neurotoxin A light chain protease | multiplex microsphere protease substrate cleavage, flow cytometry | inhibition, % at 10 µM | 360,000 tested, 0.17% active; note: plate controls were buffer without enzyme for full effect and enzyme alone for no effect
BoNT-F LC inh: blocks Botulinum neurotoxin F light chain protease | AID 588497 | Multiplex microsphere protease cleavage assay, flow cytometry | 360,000 tested, 0.22% active | inhibition, % at 10 µM; in the data active = inhibition above about 35%, passing the limit was not always enough; inconclusive = no clear call, values can overlap the other calls; note: plate controls were buffer without enzyme for full effect and enzyme alone for no effect
Anthrax LF prot: anthrax lethal factor protease inhibition; P15917; multiplex microsphere protease cleavage assay, LF; inhibition, % at 10 µM; 360,000 tested, 0.12% active; AID 588501; note: plate controls were buffer without enzyme for full effect and enzyme alone for no effect
TcdB inh: blocks C. difficile toxin B glycohydrolase activity; P18177; TcdB glycohydrolase enzymatic assay, plate reader; inhibition, % at 9.99 µM; 350,000 tested, 0.24% active; AID 652162; in the data active = inhibition above about 10%
Target sequence (P18177 whole entry, looked up): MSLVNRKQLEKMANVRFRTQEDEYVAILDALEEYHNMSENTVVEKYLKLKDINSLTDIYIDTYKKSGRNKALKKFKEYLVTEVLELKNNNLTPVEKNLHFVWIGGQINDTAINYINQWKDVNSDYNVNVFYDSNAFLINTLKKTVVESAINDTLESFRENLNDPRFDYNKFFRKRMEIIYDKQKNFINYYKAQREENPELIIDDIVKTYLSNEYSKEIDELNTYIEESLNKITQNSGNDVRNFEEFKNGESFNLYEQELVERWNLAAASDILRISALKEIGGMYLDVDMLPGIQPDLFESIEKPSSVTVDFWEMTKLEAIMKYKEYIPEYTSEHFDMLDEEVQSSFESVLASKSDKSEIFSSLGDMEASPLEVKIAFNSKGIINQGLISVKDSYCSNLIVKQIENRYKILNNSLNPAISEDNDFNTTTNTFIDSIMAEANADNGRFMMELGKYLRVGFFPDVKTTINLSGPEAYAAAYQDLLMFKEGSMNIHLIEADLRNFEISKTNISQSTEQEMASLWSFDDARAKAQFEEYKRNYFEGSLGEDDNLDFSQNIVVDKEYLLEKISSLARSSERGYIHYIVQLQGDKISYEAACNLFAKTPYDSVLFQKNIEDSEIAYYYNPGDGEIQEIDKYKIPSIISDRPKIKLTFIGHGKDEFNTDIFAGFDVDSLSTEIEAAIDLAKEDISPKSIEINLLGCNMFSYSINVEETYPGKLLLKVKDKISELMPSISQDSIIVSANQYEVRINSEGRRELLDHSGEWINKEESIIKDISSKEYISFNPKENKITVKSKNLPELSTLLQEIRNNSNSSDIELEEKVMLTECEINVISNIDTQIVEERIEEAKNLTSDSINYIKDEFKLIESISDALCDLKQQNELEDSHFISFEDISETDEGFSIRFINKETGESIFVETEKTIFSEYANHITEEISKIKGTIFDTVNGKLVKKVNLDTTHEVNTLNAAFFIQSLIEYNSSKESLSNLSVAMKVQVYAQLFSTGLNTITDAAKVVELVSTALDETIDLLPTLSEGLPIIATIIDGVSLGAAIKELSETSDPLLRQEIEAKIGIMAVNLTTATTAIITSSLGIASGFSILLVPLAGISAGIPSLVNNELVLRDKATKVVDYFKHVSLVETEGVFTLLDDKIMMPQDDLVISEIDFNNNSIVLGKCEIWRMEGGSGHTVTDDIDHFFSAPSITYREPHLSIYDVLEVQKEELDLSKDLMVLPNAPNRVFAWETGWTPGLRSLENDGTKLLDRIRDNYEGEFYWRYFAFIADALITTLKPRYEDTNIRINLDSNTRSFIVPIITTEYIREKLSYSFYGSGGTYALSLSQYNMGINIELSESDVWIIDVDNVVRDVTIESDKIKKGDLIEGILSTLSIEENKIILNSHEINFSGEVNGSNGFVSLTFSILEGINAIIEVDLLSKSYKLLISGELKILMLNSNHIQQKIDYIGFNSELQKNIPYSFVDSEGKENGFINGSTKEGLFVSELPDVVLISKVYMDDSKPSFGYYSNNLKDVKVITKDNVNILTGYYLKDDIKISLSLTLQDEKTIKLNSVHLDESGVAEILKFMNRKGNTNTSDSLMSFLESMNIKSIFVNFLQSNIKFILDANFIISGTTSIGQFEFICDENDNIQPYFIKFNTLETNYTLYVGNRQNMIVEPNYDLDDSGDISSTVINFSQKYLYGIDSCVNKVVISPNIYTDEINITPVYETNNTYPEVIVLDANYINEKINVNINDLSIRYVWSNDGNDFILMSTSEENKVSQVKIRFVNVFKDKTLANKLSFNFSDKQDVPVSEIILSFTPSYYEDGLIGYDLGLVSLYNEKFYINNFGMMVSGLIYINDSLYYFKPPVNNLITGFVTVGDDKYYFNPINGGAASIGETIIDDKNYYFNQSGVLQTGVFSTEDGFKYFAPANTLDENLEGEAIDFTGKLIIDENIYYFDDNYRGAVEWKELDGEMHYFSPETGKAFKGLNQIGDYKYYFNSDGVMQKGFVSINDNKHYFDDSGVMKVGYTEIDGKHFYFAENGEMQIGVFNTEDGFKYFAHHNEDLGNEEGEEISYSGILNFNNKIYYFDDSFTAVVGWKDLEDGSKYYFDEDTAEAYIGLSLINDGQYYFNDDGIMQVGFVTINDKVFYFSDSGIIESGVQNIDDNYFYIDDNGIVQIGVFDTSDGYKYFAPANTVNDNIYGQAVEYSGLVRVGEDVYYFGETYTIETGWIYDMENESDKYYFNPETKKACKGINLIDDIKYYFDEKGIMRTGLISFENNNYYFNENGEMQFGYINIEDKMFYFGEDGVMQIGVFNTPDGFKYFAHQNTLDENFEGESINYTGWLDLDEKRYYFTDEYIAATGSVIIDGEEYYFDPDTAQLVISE
CCHFV vOTU inh: CCHFV vOTU protease inhibition. Pep-AMC fluorescence. inhibition, % at 11.5 µM. 370,000 tested, 0.55% active. AID 651958; in the data active = inhibition above about 30%; note: 0% = vehicle wells with enzyme and 100% = no enzyme wells
* hit, by the source's call; u = inconclusive; x = not tested or not shown. Cut-off read from the data, not from the text of the source, unless noted: active = inhibition above about 30%; inconclusive = no clear call, values can overlap the other calls; inactive = below that.

1. COc1ccc(C2CC(=O)c3cnc(NC(=O)c4ccccc4)nc3C2)cc1OC (stereo not given)
2. COc1ccc(/C=C\C(=O)NCC(=O)N/N=C/c2cccc(OC)c2O)cc1
3. O=C(Nc1ccccc1Cl)c1cnccn1
4. CC1=CC=CC2=NC(=O)CC(C)(C(=O)N(CC(=O)NC(C)C)C3CCCC3)N12 (stereo not given)
5. COc1cccc(N2C(=O)Nc3ccc(Br)cc3C2(O)C(=O)NCCCN(C)C)c1 (stereo not given)
6. CSc1cccc(NC(=O)CSc2ncccc2C(=O)Oc2cccc([N+](=O)[O-])c2)c1
7. Cc1cc(N/N=C\c2ccc(Br)cc2)nc(-n2nc(C)cc2C)n1
8. NC(N)=Nc1nc(-c2ccccc2)c2cc(Cl)ccc2n1

Assay by compound,1,2,3,4,5,6,7,8
PfHsp40 rescue,1.0,0.9,-0.2,2.9,-0.8,0.6,-0.2,-1.0
PrPC TRFRET,-1.8,3.6,3.1,x,4.8,1.3,-0.8,-7.0
FadD28 binding,2.0,-1.9,0.6,-0.8,-3.4,-1.5,-1.4,-6.3
Yp Topo-I inh,4.8,18.5,1.3,9.5,-3.1,8.5,-3.0,-2.1
BoNT A protease,0.1,1.2,0.3,1.0,-0.5,-0.4,-0.7,x
BoNT-F LC inh,8.8,1.7,-5.4,20.3,-14.7,-4.6,-18.6,x
Anthrax LF prot,1.8,-0.7,-3.2,-0.8,-7.3,-3.1,0.0,x
TcdB inh,0.4,4.1,x,1.4,1.1,-0.1,1.4,1.4
CCHFV vOTU inh,-3.5,17.1,-9.6,x,-1.1,11.3,0.5,-17.8

9. CCCc1c(C(=O)N/N=C/c2ccc3c(c2)OCO3)nnn1-c1nonc1N
10. O[C@@H]1C[C@H](c2ccccc2)N(CC2CCCCC2)C[C@H]1n1cc(C2CC2)nn1
11. Cc1ccc(S(=O)(=O)NCc2csc(-c3cccs3)n2)cc1
12. OCC1(CC2CCCCO2)CCN(Cc2ccccc2-c2ccco2)CC1 (stereo not given)
13. Cc1ccc(SCCNC(=O)/C=C/c2ccc([N+](=O)[O-])cc2)cc1
14. C=CCn1c(=O)c2c(nc3n2CCN3c2cccc(Cl)c2C)n(C)c1=O
15. Cc1ccc2nc(SCC(=O)Nc3nonc3N)[nH]c2c1
16. COc1ccc2[nH]cc(CCNC(=O)CS(=O)(=O)Cc3ccccc3)c2c1

Assay by compound,9,10,11,12,13,14,15,16
PfHsp40 rescue,x,x,-0.5,-1.2,6.0,1.5,-0.2,0.9
PrPC TRFRET,0.0,9.0,9.0,-3.4,-6.0,2.7,2.9,3.4
FadD28 binding,-0.8,-1.6,-3.3,-0.7,-2.3,-2.3,-1.0,-1.3
Yp Topo-I inh,1.1,32.6,8.0,18.8,-1.3,6.9,0.8,0.9
BoNT A protease,-0.4,0.0,-0.3,0.2,0.0,-0.2,0.4,-2.8
BoNT-F LC inh,-12.2,-0.7,9.0,-2.5,-1.3,-2.4,-3.8,-28.9
Anthrax LF prot,-2.0,-1.5,-9.4,1.6,1.0,-2.7,2.0,-1.0
TcdB inh,2.4,2.6,3.1,1.1,-0.5,x,1.5,3.6
CCHFV vOTU inh,5.8,8.3,-8.6,5.2,8.1,1.1,-0.9,-5.7

17. Cc1ccnc(NS(=O)(=O)c2ccc(NS(=O)(=O)c3ccc([N+](=O)[O-])cc3)cc2)n1
18. CCOC(=O)N1CCN(C(=O)C2CCCN(S(=O)(=O)c3ccc(F)cc3)C2)CC1 (stereo not given)
19. COCc1cc(C)n(CC(=O)NC(C)c2ccccc2)c(=O)c1C#N (stereo not given)
20. Cc1ccc(NC(=S)NCCCN2CCOCC2)cc1C
21. Cc1[nH]c2ccccc2c1C(=O)COC(=O)Cn1cnc2ccccc21
22. CC(=O)c1c2c3c(c(Br)ccc3n(C)c1=O)C(=O)c1ccccc1-2
23. CC(O)(c1ccc(F)c(F)c1)c1nc(-c2cccc3cccnc23)cs1 (stereo not given)
24. CCCCc1c(C)nc2ccccc2c1SCCC#N

Assay by compound,17,18,19,20,21,22,23,24
PfHsp40 rescue,-2.6,1.2,-1.6,0.9,1.7,-1.2,x,1.3
PrPC TRFRET,-14.1,-2.9,-6.5,-4.3,4.7,-44.8,-6.8,9.4
FadD28 binding,-1.7,0.6,-1.9,-0.2,-1.0,1.3,-0.5,-7.2
Yp Topo-I inh,4.3,-0.6,-1.9,3.7,5.2,-6.6,-11.7,14.9
BoNT A protease,-2.7,-0.4,-0.2,-0.4,-0.6,5.6,-0.2,0.2
BoNT-F LC inh,-9.9,-4.3,16.5,-1.9,0.4,3.3,3.7,0.6
Anthrax LF prot,-12.6,-1.4,-6.0,2.6,1.8,0.4,-2.5,-3.0
TcdB inh,2.9,0.8,x,1.4,0.7,1.0,0.7,1.2
CCHFV vOTU inh,4.3,1.0,-21.4,-6.4,-1.3,22.0,7.8,7.5

25. N#Cc1ccc(OCC(=O)N2CCN(c3ccc(C(F)(F)F)cn3)CC2)cc1
26. CCCc1cc(C(=O)Nc2cc(C)nn2-c2ccccc2)no1
27. Cc1ccc(S(=O)(=O)N2CCC[C@H]2C(=O)OCC(=O)N2c3ccccc3NC(=O)C2(C)C)cc1
28. COCCCN(C(=O)c1ccco1)c1nc(-c2ccc(OC)cc2)cs1
29. CCOC(=O)c1ccc(NC(=O)CSc2nnc(CNc3ccc(C)cc3)n2C)cc1
30. CC1(C)CC(=O)C2=C(C1)OC(c1cccs1)C(C#N)=C2N (stereo not given)
31. CC(C)c1nc2c(c(=O)n(C)c(=O)n2C)n1C
32. COc1ccc(NC(=O)c2oc3ccccc3c2NC(=O)C2CC2)cc1OC

Assay by compound,25,26,27,28,29,30,31,32
PfHsp40 rescue,0.0,0.1,-1.2,0.3,0.4,0.2,-0.2,1.9
PrPC TRFRET,-1.2,-2.0,-0.9,-1.0,5.6,-6.2,-2.7,-1.5
FadD28 binding,0.5,0.1,-2.4,0.2,-4.2,0.3,-1.9,-0.1
Yp Topo-I inh,-7.2,3.5,11.4,27.6,23.0,2.3,-4.6,6.8
BoNT A protease,0.5,-2.5,-0.1,-7.3,0.3,-0.8,-13.6,0.1
BoNT-F LC inh,-5.8,-34.3,-2.3,u,u,-15.6,u,7.5
Anthrax LF prot,6.5,11.4,-1.3,5.8,-2.7,-2.9,0.8,1.7
TcdB inh,-0.6,0.6,1.1,-0.8,x,0.7,-4.6,1.2
CCHFV vOTU inh,-5.5,2.9,-5.3,13.2,16.6,-1.7,-6.2,1.0

33. Cc1[nH]c2ccccc2c1/C=N/NC(=O)C1CC1(c1ccccc1)c1ccccc1 (stereo not given)
34. COc1ccc(NC(=O)c2c(C(F)(F)F)nn(C)c2SCc2ccccc2)cc1
35. Cc1ccc(S(=O)(=O)N2CCN(c3nn(C)c(=O)n(C)c3=O)CC2)cc1C
36. COC(=O)C1=C(C)NC(C)=C(C(=O)OC)C1c1ccccn1
37. O=C(NCc1ccco1)N1c2ccccc2Sc2ccccc21
38. Fc1ccc(CCNCc2ccc(Cl)c(Cl)c2)cc1
39. O=C(COC(=O)CCc1nc2ccccc2c(=O)[nH]1)Nc1ccc(N2CCOCC2)cc1
40. Cc1nn(-c2ccccc2)c(N2CCCCC2)c1/C=N/O

Assay by compound,33,34,35,36,37,38,39,40
PfHsp40 rescue,0.6,-1.0,-1.0,-0.1,0.2,0.8,-0.9,-0.5
PrPC TRFRET,1.2,9.7,3.5,-6.7,-3.3,2.9,5.0,4.3
FadD28 binding,-5.8,-1.3,0.8,-0.5,-3.0,-2.6,-2.5,-4.7
Yp Topo-I inh,-20.4,21.7,3.1,12.6,15.0,4.7,-3.2,9.2
BoNT A protease,19.2,-1.4,0.4,-1.6,-0.7,-0.7,-0.7,0.2
BoNT-F LC inh,-1.5,-3.0,-5.4,-8.8,-6.5,-17.8,-8.3,0.9
Anthrax LF prot,11.4,-1.6,-6.3,-1.3,-2.0,-7.0,1.2,0.0
TcdB inh,x,x,-0.5,-3.5,1.4,2.0,1.4,1.1
CCHFV vOTU inh,17.7,8.3,-9.5,11.5,-1.7,3.9,-10.7,4.1

Two of the compounds above, field by field:
[39] O=C(COC(=O)CCc1nc2ccccc2c(=O)[nH]1)Nc1ccc(N2CCOCC2)cc1
  PfHsp40 rescue = -0.9 | PrPC TRFRET = 5.0 | FadD28 binding = -2.5 | Yp Topo-I inh = -3.2 | BoNT A protease = -0.7 | BoNT-F LC inh = -8.3 | Anthrax LF prot = 1.2 | TcdB inh = 1.4 | CCHFV vOTU inh = -10.7

[40] Cc1nn(-c2ccccc2)c(N2CCCCC2)c1/C=N/O
  PfHsp40 rescue = -0.5 | PrPC TRFRET = 4.3 | FadD28 binding = -4.7 | Yp Topo-I inh = 9.2 | BoNT A protease = 0.2 | BoNT-F LC inh = 0.9 | Anthrax LF prot = 0.0 | TcdB inh = 1.1 | CCHFV vOTU inh = 4.1

(cont.)
41. O=C1NC(CCc2ccccc2)C(=O)N1CCOc1ccccc1 (stereo not given)
42. N#Cc1c(-c2ccccc2)nc(SCC(=O)Nc2ccccc2F)[nH]c1=O
43. CC(=O)Nc1ccc(-c2ccnc3c2CC(C(=O)Nc2ccc4c(c2)OCO4)O3)cc1 (stereo not given)
44. Cc1ccc(/C=C(\C#N)C(=O)N2CCCC2)c(C)c1
45. COc1ccc(Cc2nc(-c3ccc(-n4cccc4)cc3)no2)cc1
46. Cc1ccc(N/C=C/C(=O)C(C)(C)C)c(O)c1
47. CNC(=O)C1(C)CCN1C(=O)Cc1ccc(C(C)C)cc1 (stereo not given)

Assay by compound,41,42,43,44,45,46,47
PfHsp40 rescue,0.3,-1.2,x,-0.8,-1.2,0.6,x
PrPC TRFRET,0.8,15.2,0.5,0.3,4.4,x,1.0
FadD28 binding,-1.2,-3.6,-2.7,0.3,-3.0,0.7,-3.5
Yp Topo-I inh,-10.2,5.0,5.0,6.8,2.1,5.6,0.3
BoNT A protease,0.3,-0.1,-0.7,0.2,-0.5,0.7,-0.1
BoNT-F LC inh,-3.9,-2.6,-0.7,-5.1,-10.1,1.6,1.2
Anthrax LF prot,-8.4,0.0,-4.5,1.2,-6.5,-5.1,4.2
TcdB inh,0.3,-3.0,0.6,-2.1,1.0,0.9,-0.5
CCHFV vOTU inh,-8.2,16.0,0.4,5.0,-6.4,x,-8.0

Quoted from the listing:
Cc1ccc(N/C=C/C(=O)C(C)(C)C)c(O)c1 in FadD28 binding is listed with 0.7
CNC(=O)C1(C)CCN1C(=O)Cc1ccc(C(C)C)cc1 (stereo not given) in BoNT A protease is listed with -0.1
N#Cc1c(-c2ccccc2)nc(SCC(=O)Nc2ccccc2F)[nH]c1=O in BoNT-F LC inh is listed with -2.6
O=C1NC(CCc2ccccc2)C(=O)N1CCOc1ccccc1 (stereo not given) in TcdB inh is listed with 0.3
COc1ccc(Cc2nc(-c3ccc(-n4cccc4)cc3)no2)cc1 in BoNT A protease is listed with -0.5

Hits appear at their usual frequency. About 2.3% of those tested had a hit in this group.
